SR-BI DiI inh – blocks mouse SR-BI lipid uptake from DiI-HDL; ldlA[mSR-BI] CHO cells, DiI-HDL uptake fluorescence, 3 h; inhibition, % at 12.5 µM; 320,000 compounds, 0.96% hits; AID 488896;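 active = mean replicate inhibition of at least 70% and a set share of replicates each scoring 70 or more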;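 also: 0% = median of neutral control wells and 100% = median of positive control wells; values of inactives mirror those of a sister screen read the other way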
C-LANA FP – blocks KSHV LANA C-terminal domain binding to DNA; inhibition, % at 9 µM; 340,000 compounds, 0.078% hits; MBP-C-LANA/FAM-LBS DNA binding, fluorescence polarization;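 active = highest replicate inhibition at or above 60% at 9 µM, even if other replicates fall short; inactive = all replicates below 60% inhibition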;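 also: 0% = neutral control wells and 100% = 4 µM acridine orange control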
Cardiac RTF inh – cardiac RTF calcium desensitization; IANBD-labeled cardiac RTF, Ca2+ fluorescence; inhibition, % at 7.15 µM; 340,000 compounds, 0.12% hits;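 active = inhibition above the mean inhibition of all tested compounds plus 3 SD, cut at about 17% in these data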;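 also: assay run at fixed EC70 calcium of 1.6 mM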
DAGLB inh – blocks human DAGLB lipase activity. 340,000 compounds, 0.059% hits. inhibition, % at 5.17 µM. HEK293T DAGLB membrane lysate, EnzChek fluorogenic substrate; in the data active = inhibition above about 34%;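 also: 0% = enzyme with vehicle and 100% = wells lacking enzyme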
Target sequence (Q8NCG7 whole entry, looked up): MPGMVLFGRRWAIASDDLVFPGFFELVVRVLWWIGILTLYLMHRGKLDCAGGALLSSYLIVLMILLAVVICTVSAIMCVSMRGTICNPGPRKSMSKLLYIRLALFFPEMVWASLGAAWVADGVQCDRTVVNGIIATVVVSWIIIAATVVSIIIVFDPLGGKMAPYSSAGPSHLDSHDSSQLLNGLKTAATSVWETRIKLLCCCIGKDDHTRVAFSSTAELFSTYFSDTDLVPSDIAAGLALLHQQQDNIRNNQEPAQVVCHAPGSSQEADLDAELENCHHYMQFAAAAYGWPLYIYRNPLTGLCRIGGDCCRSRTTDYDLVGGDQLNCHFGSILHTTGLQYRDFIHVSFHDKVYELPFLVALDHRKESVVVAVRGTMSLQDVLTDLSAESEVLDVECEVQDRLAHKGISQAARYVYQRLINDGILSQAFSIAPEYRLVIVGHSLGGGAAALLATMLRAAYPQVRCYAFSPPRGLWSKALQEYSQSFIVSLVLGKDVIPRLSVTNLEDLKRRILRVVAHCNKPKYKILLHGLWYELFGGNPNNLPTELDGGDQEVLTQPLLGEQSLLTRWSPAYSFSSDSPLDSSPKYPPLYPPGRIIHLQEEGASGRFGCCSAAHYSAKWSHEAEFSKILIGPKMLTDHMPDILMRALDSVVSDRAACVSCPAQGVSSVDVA
SR-BI uptake up – activators of SR-BI mediated HDL lipid uptake; CHO ldlA[mSR-BI] cells, DiI-HDL uptake fluorescence, 3 h; 100 = double the neutral-control signal; activation, % at 12.5 µM; 320,000 compounds, 0.096% hits; AID 504775;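 active = mean replicate activation of at least 60% and every replicate at or above 60%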;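 also: 0% = median plate neutral-control signal and 100% = twice that signal; values of inactives mirror those of a sister screen read the other way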
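Test system: SR-BI-overexpressing, LDLR-lacking CHO cells; Medium: Ham's F12 with 0.5% BSA, HEPES 25 mM, pH 7.4; Schedule: 3 h, 37 °C; Technique: bottom-read fluorescence, 550/595 nm.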
Keap1-Nrf2 PPI – inhibitors of human Keap1-Nrf2 protein-protein interaction; Q14145; Keap1 Kelch-Nrf2 peptide fluorescence polarization, 1536-well; inhibition, % at 9.4 µM; 340,000 compounds, 0.15% hits; AID 504523; in the data active = inhibition above about 12%;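 also: human Keap1 Kelch domain with fluorescein labeled Nrf2 9mer peptide probe; 0% = neutral control wells and 100% = peptide positive control; higher means more block of Keap1 binding to Nrf2 peptide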
NSD2 inh – blocks human histone methyltransferase NSD2; AID 743445; O96028; NSD2 peptide methylation, AlphaScreen, 120 min; 310,000 compounds, 0.54% hits; inhibition, % at 12.5 µM; in the data active = inhibition above about 50%
Arr AP2 block – blocks beta-arrestin peptide binding to AP2 adaptin | FITC-arrestin peptide / GST-AP2 beads, flow cytometry; AP2 beta2 appendage carries R879A mutation | AID 504490 | 340,000 compounds, 0.31% hits | inhibition, % at 10 µM;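 active = inhibition above a set limit, near 3 SD of compounds lacking own fluorescence, cut at about 54% in these data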;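 also: plate controls were DMSO wells for no effect and 5 µM unlabelled arrestin peptide for full effect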
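test system = AP2 appendage R879A on GSH beads | buffer or medium = PBS plus Tween 20 (0.05%) and BSA (0.1%) | incubation = 12 min plus 1 h, RT | detection = bead flow cytometry, FITC channel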
PvdQ inh – blocks Pseudomonas aeruginosa PvdQ acylase activity; purified PvdQ acylase, fluorescence plate reader; inhibition, % at 10 µM; 340,000 compounds, 0.063% hits; in the data active = inhibition above about 30%, passing the limit was not always enough;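 also: 0% = vehicle neutral wells and 100% = reference inhibitor wells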
PKA-R2B activ – activators of human PKA-R2B complex; activation, % at 11.4 µM; AID 504700; 340,000 compounds, 0.079% hits; PKA-R2B holoenzyme dissociation, Cy5-IP20 fluorescence polarization; R2B truncated from residue 108, S112A mutant; 0% DMSO only, 100% 113 µM cGMP;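 active = activation above a cutoff set at the mean over all compounds plus 3 SD, cut at about 18% in these data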;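 also: higher means more holoenzyme dissociation and a rise in polarization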
Target sequence (P31323 whole entry, looked up, other chains not shown, the tested form may be a part): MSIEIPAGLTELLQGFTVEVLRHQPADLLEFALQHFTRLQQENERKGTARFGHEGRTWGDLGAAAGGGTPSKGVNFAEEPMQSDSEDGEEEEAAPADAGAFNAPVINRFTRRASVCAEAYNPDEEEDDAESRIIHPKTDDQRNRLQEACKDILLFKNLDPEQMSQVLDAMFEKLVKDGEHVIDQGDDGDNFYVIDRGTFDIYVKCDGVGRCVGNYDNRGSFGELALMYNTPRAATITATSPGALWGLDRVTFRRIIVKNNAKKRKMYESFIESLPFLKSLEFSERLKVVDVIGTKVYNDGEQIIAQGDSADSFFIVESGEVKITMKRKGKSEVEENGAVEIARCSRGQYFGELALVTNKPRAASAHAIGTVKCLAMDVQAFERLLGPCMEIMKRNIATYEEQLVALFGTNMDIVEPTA
The depositor's hits bear a star; / = not tested or not shown.

SMILES | SR-BI DiI inh | C-LANA FP | Cardiac RTF inh | DAGLB inh | SR-BI uptake up | Keap1-Nrf2 PPI | NSD2 inh | Arr AP2 block | PvdQ inh | PKA-R2B activ
COc1cc(-c2nnc(SCC(=O)c3ccc(C)cc3)o2)cc(OC)c1OC | 6 | -1.4 | 5 | -6 | -6 | 1 | -3 | 6 | 3 | 1
CC(C)COC(=O)C(C)Nc1n[nH]c(=S)[nH]c1=O (centres undefined) | -5 | 0.4 | -7 | -3 | 5 | -4 | -7 | -2 | 9 | 0
COc1ccc(CC2(CO)CCN(Cc3nc(C(C)C)cs3)CC2)cc1 | -4 | 0.6 | -6 | -2 | 4 | 1 | -2 | 34 | -9 | 2
CCOC(=O)c1c(S(=O)(=O)N2CCCC2)c(C)n(C)c1C | 3 | 0.2 | -5 | -3 | -3 | -5 | 5 | -5 | 6 | -1
CC(C)OCCCNC(=O)c1c(N)n(/N=C/c2cccs2)c2nc3ccccc3nc12 | 3 | 1.4 | 4 | -1 | -3 | -2 | -3 | 28 | -4 | 3
Cc1cc(Br)ccc1NC(=O)CNC(=O)CSc1n[nH]c(N)n1 | 14 | -0.2 | -14 | 2 | -14 | -5 | 1 | -5 | -17 | -3
CCNS(=O)(=O)c1ccc(NC(=S)NCC2CCCO2)cc1 (centres undefined) | 17 | -0.3 | -4 | 0 | -17 | -2 | 2 | 13 | 0 | -6
NC(=O)C1=C[C@H](c2ccccc2)C[C@H](OCc2ccc(CO)cc2)O1 | -6 | 0.3 | -16 | -2 | 6 | 3 | / | -6 | -4 | 7
CSc1cccc(N2CC(C(=O)N(Cc3nnc(-c4ccccc4Cl)o3)C3CC3)CC2=O)c1 (centres undefined) | 25 | 0.9 | -4 | -3 | -25 | 4 | -2 | 8 | 17 | -5
O=C(NC1CCCN(Cc2ccc(Cl)cc2)C1)c1ccccc1-c1ncc[nH]1 (centres undefined) | -19 | 0.0 | -3 | -1 | 19 | 4 | 9 | 9 | -9 | 4
COc1ccc(NS(=O)(=O)c2cc(NC(=O)c3ccc(C)s3)ccc2N2CCOCC2)cc1 | / | 0.4 | -8 | -4 | / | 0 | -2 | -7 | 7 | 3
COc1ccc(C(=O)NCCS(=O)(=O)NCc2ccc(F)cc2)cc1 | -18 | -0.3 | -12 | 2 | 18 | 1 | 0 | 7 | -9 | 3
O=c1[nH]cnc2ncc(-c3ccc(O)cc3)nc12 | -6 | -0.8 | 3 | 0 | 6 | -4 | 0 | -9 | -4 | 20*
Cc1ccc(Br)c(NS(=O)(=O)c2cccc(C(=O)N3CCNC(=O)C3)c2)c1 | -3 | 0.6 | -8 | 2 | 3 | 0 | -2 | -2 | -17 | -2
CCN(CC)S(=O)(=O)c1ccc(NS(=O)(=O)c2cccs2)cc1 | -20 | 0.0 | -4 | 1 | 20 | 2 | -1 | -16 | -15 | -1
CCc1nc(N[C@H](C(=O)O)C(C)CC)c2oc3ccccc3c2n1 (some centres undefined) | -16 | -0.3 | 1 | 3 | 16 | 0 | -7 | -3 | -8 | -6
O=C(Nc1ccccc1C(=O)N1CCCCC1)c1cc(F)c(F)cc1Cl | 11 | 1.4 | 3 | 2 | -11 | -2 | -4 | 3 | 11 | 1
COc1ccc(S(=O)(=O)NCCC(=O)OCC(=O)c2ccc[nH]2)cc1[N+](=O)[O-] | -19 | -0.8 | -2 | 0 | 19 | -3 | 2 | -10 | -17 | -12
Cc1ccsc1C(=O)NNC(=O)COc1ccccc1Cl | -7 | -0.3 | -3 | 2 | 7 | -3 | 0 | -11 | -5 | -2
C=CCNC(=O)CC1C(=O)NCCN1Cc1c(F)cccc1Cl (centres undefined) | -15 | -1.6 | -1 | 2 | 15 | -4 | -2 | 0 | -9 | 6
COc1ccc(C)cc1-n1c(SCC(=O)Nc2cccc(C(=O)O)c2)nc2ccccc2c1=O | / | 1.7 | -10 | 5 | / | -4 | 0 | 13 | -3 | -7
O=C(NNS(=O)(=O)c1ccccc1)c1cccc([N+](=O)[O-])c1 | 2 | 0.1 | -7 | -2 | -2 | -4 | -3 | -3 | -15 | -13
Cc1ccc([N+](=O)[O-])cc1-c1ccc(/C=N\n2nnnc2N)o1 | -8 | 0.4 | 3 | 3 | 8 | -3 | / | -3 | -10 | -16
C=CCNS(=O)(=O)c1cccc2cc(C(=O)O)c(O)cc12 | -15 | 1.4 | -3 | 5 | 15 | -5 | -6 | 2 | -12 | 10
COC(=O)Cc1csc(Nc2ccc(Cl)cc2)n1 | -6 | -0.9 | -14 | 1 | 6 | 0 | 2 | 8 | -8 | 11

Some of the entries so far, with two lines to a compound.
Values run as follows: SR-BI DiI inh	C-LANA FP	Cardiac RTF inh	DAGLB inh	SR-BI uptake up	Keap1-Nrf2 PPI	NSD2 inh	Arr AP2 block	PvdQ inh	PKA-R2B activ
COc1cc(-c2nnc(SCC(=O)c3ccc(C)cc3)o2)cc(OC)c1OC
 : 6	-1.4	5	-6	-6	1	-3	6	3	1
O=c1[nH]cnc2ncc(-c3ccc(O)cc3)nc12
 : -6	-0.8	3	0	6	-4	0	-9	-4	20*
CC(C)OCCCNC(=O)c1c(N)n(/N=C/c2cccs2)c2nc3ccccc3nc12
 : 3	1.4	4	-1	-3	-2	-3	28	-4	3
COC(=O)Cc1csc(Nc2ccc(Cl)cc2)n1
 : -6	-0.9	-14	1	6	0	2	8	-8	11
CSc1cccc(N2CC(C(=O)N(Cc3nnc(-c4ccccc4Cl)o3)C3CC3)CC2=O)c1 (centres undefined)
 : 25	0.9	-4	-3	-25	4	-2	8	17	-5
CCOC(=O)c1c(S(=O)(=O)N2CCCC2)c(C)n(C)c1C
 : 3	0.2	-5	-3	-3	-5	5	-5	6	-1

(cont.)
SMILES | SR-BI DiI inh | C-LANA FP | Cardiac RTF inh | DAGLB inh | SR-BI uptake up | Keap1-Nrf2 PPI | NSD2 inh | Arr AP2 block | PvdQ inh | PKA-R2B activ
CCC(C)(C)C1CCC2(CC1)NC(=O)N(CC(=O)N(C)Cc1ccc(OC(F)F)cc1)C2=O (centres undefined) | 35 | -0.5 | -6 | 2 | -35 | -1 | -1 | -5 | -14 | -8
Cc1ccc(S(=O)(=O)N2CCCC(C(=O)Nc3ccc(C(=O)O)cc3)C2)cc1Cl (centres undefined) | -7 | 0.4 | 5 | 2 | 7 | 3 | 0 | 1 | 3 | 2
COc1cc(/C=N/NC(N)=O)cc(Br)c1OCc1ccccc1C | 4 | 0.8 | -1 | 0 | -4 | -4 | -3 | -2 | -13 | -1
CC(O)CCC(=O)NNC(=S)Nc1ccccc1 (centres undefined) | -12 | 0.6 | 0 | -2 | 12 | 0 | -1 | 11 | -4 | -14
COc1cccc(CNC(=O)CN(c2cc(C)cc(C)c2)S(=O)(=O)c2c(C)noc2C)c1 | -1 | 1.1 | -6 | -11 | 1 | 4 | / | 1 | 8 | -1
CC1CC(C)CN(c2ccc(NS(=O)(=O)c3ccccc3)cc2C(=O)O)C1 (centres undefined) | -8 | -0.2 | -4 | 0 | 8 | 0 | 12 | -2 | -15 | -2
CCOc1cc(C(=O)Nc2ccncc2)cc(OCC)c1OCC | 29 | 1.6 | -3 | 1 | -29 | 4 | -4 | -1 | -9 | -15
Cc1c(N=CN2CCOCC2)c(=O)n(C)c(=O)n1C | -24 | 0.3 | -2 | -3 | 24 | -2 | -1 | -14 | 2 | -6
Cc1noc(C)c1C(=O)N1CCN(C(=O)c2sc3cc(Cl)ccc3c2Cl)CC1 | 63 | 1.4 | -5 | -2 | -63 | -2 | 6 | 9 | -12 | 6
O=C1CCC(=O)N1c1ccc(NCCc2cccc(F)c2)c([N+](=O)[O-])c1 | -22 | 0.7 | 1 | 4 | 22 | 3 | 0 | 6 | -12 | -9
COc1ccccc1S(=O)(=O)Cc1ccc(C(=O)N2CCCC2)o1 | 8 | 0.1 | -13 | 2 | -8 | -1 | / | -1 | -14 | -2
O=C(CCn1cnnn1)Nc1ccccc1F | -39 | / | 0 | 0 | 39 | / | -5 | -18 | -10 | -15
COc1ccc(OCC(=O)NC2CCSc3ccccc32)cc1 (centres undefined) | -8 | -1.2 | -16 | -4 | 8 | -1 | 0 | -1 | -10 | -2
Cc1cccc2[nH]c3c(=O)n(CCN4CCNCC4)cnc3c12 | -4 | -0.5 | -2 | -1 | 4 | -4 | / | 15 | 6 | -8
CN(C)c1nn(C(=O)Nc2cccc(C(F)(F)F)c2)cc1-c1ccccc1 | 7 | -1.0 | -7 | 2 | -7 | -3 | 1 | 7 | -11 | 9
Cc1cc(C)c2c(=O)c(C#N)coc2c1 | -13 | -0.3 | 2 | 6 | 13 | -4 | 30 | 2 | -7 | -4
Cc1nc(-c2ccccc2)sc1-c1ccn[nH]1 | 1 | -1.2 | 0 | -3 | -1 | -5 | -2 | 30 | 2 | -7
O=C([C@@H]1CC=C[C@@H]2CCN(C3CC3)C(=O)[C@@H]21)N1CCN(c2ccccc2)CC1 | 3 | 0.2 | -4 | 1 | -3 | 2 | / | 4 | 3 | -10
CCC(=O)c1ccc(N2CCC(C)CC2)c(F)c1 | 9 | 1.1 | -1 | -7 | -9 | -1 | / | 3 | -4 | -6
CN(C(=O)CSC(=O)c1ccccc1)c1ccccc1 | -5 | 0.8 | -2 | -1 | 5 | 1 | 1 | 30 | 2 | -7
Cc1ccc(C)c(NC(=O)CSc2nc(C)cc(C)c2C#N)c1 | 44 | 2.2 | 4 | -1 | -44 | 0 | -4 | 26 | 7 | -6
CCc1ccc(C(=O)N/N=C(\C)c2ccncc2)s1 | 3 | -1.6 | 4 | -2 | -3 | -6 | 1 | -5 | -2 | -6
Cc1ccc(S(=O)(=O)Nc2ccc(Nc3ccccc3)cc2)cc1 | 2 | 1.3 | 5 | 2 | -2 | -6 | 3 | -2 | -14 | -7
CCOC(=O)C1=C(c2ccccc2)Nc2ncnn2C1c1ccc(O)cc1 (centres undefined) | / | 0.5 | -1 | 1 | / | 0 | -1 | 24 | 6 | -17
CCCCS(=O)(=O)N1C2=NC(C(=O)OC)=C(C(=O)OC)[C@@H]3N(C)c4ccc(OC)cc4[C@]23C[C@H]1C(=O)OC | -9 | 0.6 | -28 | 3 | 9 | 1 | / | 0 | -8 | 4
CC#CC(=O)N1CCC(Oc2cccc(C(=O)NCc3ccccn3)c2)CC1 | 6 | -0.5 | 0 | 5 | -6 | 0 | 9 | 8 | -4 | 7
COc1ccc(C(=O)Cn2nnc(-c3ccccc3NC(=O)C3CCCCC3)n2)cc1 | 52 | 3.8 | -16 | -6 | -52 | -4 | -1 | -3 | -4 | 8
Cc1ccc(OCCC(=O)OCC(=O)NCCc2ccc(Cl)cc2)cc1 | -33 | 0.1 | -9 | -5 | 33 | 0 | -2 | -13 | -16 | -1
O=C(NCC1CCCO1)c1ccc(CNS(=O)(=O)c2cccc(Cl)c2)cc1 (centres undefined) | 8 | -1.7 | -1 | 0 | -8 | 2 | 0 | 34 | 10 | 1
CC(/C=N\NC(=O)c1ccc(C)nc1)=C\c1ccccc1 | -40 | 0.9 | 3 | -1 | 40 | 2 | -1 | -8 | -12 | -6

Hits appear at their usual frequency; 2.1% or so of the library scored in one or more.
